RGS4 inh: inhibitors of human RGS4 | P49798 | HEK293 M3R/RGS4 inducible, Fluo-4 calcium flux; stronger effect = higher value; triggered by carbachol at its EC20 | B-score at 10 µM | hit rate 0.45% among 310,000;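 active = B-score, a plate-corrected calcium signal, over three deviations above library mean, with baseline fluorescence within five deviations of library mean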;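 also: RGS4 expression induced by doxycycline in cells with stable M3 receptor; B-score is computed from the integrated fluorescence ratio over baseline after carbachol; higher B-score means a larger calcium signal and so more RGS4 inhibition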
Target sequence (P49798 whole entry, looked up): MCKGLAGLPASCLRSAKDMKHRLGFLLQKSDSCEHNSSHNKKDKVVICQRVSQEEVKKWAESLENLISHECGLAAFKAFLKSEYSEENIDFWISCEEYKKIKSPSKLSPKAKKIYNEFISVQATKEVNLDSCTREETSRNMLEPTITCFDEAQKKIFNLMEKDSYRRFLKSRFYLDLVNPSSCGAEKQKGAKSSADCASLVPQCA
MrgX1 ag: agonists of human MrgX1 receptor; Q96LB2; hit rate 0.44% among 310,000; MrgX1-HEK293 cells, Fluo-4 calcium fluorescence, agonist mode; stronger effect = higher value; B-score at 10 µM; AID 588627;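 active = calcium response B-score plate-corrected fluorescence ratio at least 3 library SD, with starting fluorescence B-score inside 5 SD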
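System: HEK293 cells stably expressing human MrgX1 receptor; Dosing: test compound in the initial addition of three; Schedule: overnight plating, then 30 min 37 °C plus 30 min room-temperature dye loading; Detection: kinetic calcium dye fluorescence, Fluo-4 NW; Controls: per-plate positive and negative controls for Z′ factor.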
TRPC4 inh: TRPC4 (mouse) channel inhibition; hit rate 0.39% among 300,000; B-score at 10 µM; HEK293 TRPC4beta/mu-opioid, DAMGO-evoked Fluo4 calcium flux; stronger effect = lower value; Q9QUQ5; AID 2247;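 active = B-score over 3 SD under the library average, no early fluorescence shift, positive overall ratio signal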
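Assay system – HEK293 line stably carrying TRPC4beta and mu-opioid receptor · Doses – single dose · Detection – Fluo4 calcium-dye fluorescence, kinetic read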
TRPC6 inh: blocks the mouse TRPC6 cation channel; hit rate 1.1% among 310,000; AID 2553; B-score at 10 µM; Q61143; HEK293-TRPC6, membrane potential dye, ACh-evoked depolarization; stronger effect = lower value;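 active = B-score under library mean minus 3 SD, initial fluorescence not abnormally high, positive integrated signal ratio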;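 also: B-score derived from integrated fluorescence ratio over the kinetic read; more negative B-score means stronger inhibition of depolarization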
Target sequence (Q61143 whole entry, looked up): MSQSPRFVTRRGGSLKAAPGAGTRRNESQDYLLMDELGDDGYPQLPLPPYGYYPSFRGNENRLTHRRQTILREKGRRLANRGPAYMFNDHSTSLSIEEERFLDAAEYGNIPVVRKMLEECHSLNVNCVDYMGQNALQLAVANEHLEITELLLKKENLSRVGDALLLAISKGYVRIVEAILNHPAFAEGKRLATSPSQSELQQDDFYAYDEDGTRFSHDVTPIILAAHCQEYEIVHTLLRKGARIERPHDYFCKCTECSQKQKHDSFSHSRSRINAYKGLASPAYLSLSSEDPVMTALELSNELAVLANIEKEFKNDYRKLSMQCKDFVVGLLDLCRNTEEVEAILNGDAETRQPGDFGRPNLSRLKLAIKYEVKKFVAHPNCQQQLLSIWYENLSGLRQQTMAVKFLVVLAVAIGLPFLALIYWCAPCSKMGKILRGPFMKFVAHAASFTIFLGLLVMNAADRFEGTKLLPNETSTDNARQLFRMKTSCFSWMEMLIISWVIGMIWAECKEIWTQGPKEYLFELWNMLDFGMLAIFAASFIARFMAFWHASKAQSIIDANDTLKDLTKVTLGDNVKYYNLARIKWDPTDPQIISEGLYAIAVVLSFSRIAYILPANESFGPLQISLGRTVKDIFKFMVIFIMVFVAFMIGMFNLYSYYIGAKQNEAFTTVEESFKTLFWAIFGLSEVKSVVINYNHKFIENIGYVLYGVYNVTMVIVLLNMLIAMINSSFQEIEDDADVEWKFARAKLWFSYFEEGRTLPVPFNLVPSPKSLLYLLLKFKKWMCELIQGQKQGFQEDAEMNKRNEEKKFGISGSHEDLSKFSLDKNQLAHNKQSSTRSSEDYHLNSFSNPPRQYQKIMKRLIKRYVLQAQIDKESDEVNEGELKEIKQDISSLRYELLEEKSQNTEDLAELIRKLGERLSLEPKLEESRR
MrgX1 allo act: allosterically activates human MrgX1 receptor signaling; hit rate 0.63% among 310,000; B-score at 10 µM; Q96LB2; MrgX1-HEK293, Fluo-4 calcium flux, FDSS; stronger effect = higher value; AID 588675;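 active = plate-corrected calcium response at least 3 library SD above typical, normal starting fluorescence, not activating the receptor alone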;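 also: compound read alongside a low EC10 to EC30 dose of BAM8-22 agonist; peak minus trough fluorescence over baseline measured at the second addition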
MrgX1 antag: blocks BAM8-22 activation of human MrgX1 receptor | Q96LB2 | hit rate 1.3% among 310,000 | B-score at 10 µM | MRGX1-HEK293 calcium flux, Fluo-4, BAM8-22 antagonism; stronger effect = lower value | AID 588676;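 active = calcium-response B-score plate-corrected more than 3 library SD below zero, starting fluorescence within 5 deviations, no agonist response on first addition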;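 also: peak minus trough fluorescence over baseline after final BAM8-22 challenge near maximal dose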
TRPC4 potent: TRPC4 (mouse) allosteric potentiation; HEK293 TRPC4beta/mu-opioid, DAMGO EC20, Fluo-4 Ca2+ flux; stronger effect = higher value; B-score at 10 µM; hit rate 0.42% among 310,000;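 active = B-score of calcium response area above 5 SD of library B-scores, with initial fluorescence ratio within 5 SD of library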;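 also: B-score of integrated fluorescence ratio over time as area under calcium response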
TMEM16A act: activators or potentiators of mouse TMEM16A chloride channel. HEK293 TMEM16A/YFP-H148Q/I152L, iodide quench fluorescence; stronger effect = lower value. Q8BHY3. AID 623877. hit rate 0.3% among 340,000. B-score at 10 µM;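 active = fluorescence-ratio B-score plate-corrected deviation score at least 3 library SD below zero, with starting fluorescence score within 5 deviations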;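 also: channel opened by trigger with iodide after compound preincubation; score built on the fluorescence ratio of max minus min over baseline; more negative score means more quench and so TMEM16A activation or potentiation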
TRPC4 act: TRPC4 (mouse) channel activation | Q9QUQ5 | HEK293 TRPC4beta/mu-opioid, Fluo4 calcium fluorescence; stronger effect = higher value | B-score at 10 µM | hit rate 0.49% among 310,000 | AID 2237;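 active = B-score above 5 SD of library B-scores, and initial fluorescence ratio not above library mean plus 5 SD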;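 also: positive B-score marks a calcium rise read as TRPC4 activation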
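Technique: kinetic Fluo4 calcium fluorescence; Test system: TRPC4beta and mu-opioid receptor HEK293 stable cells; Measure: B-scored integrated calcium fluorescence ratio; Benchmarks: low control buffer alone, high control maximal DAMGO; Schedule: 45 min room-temperature Fluo4 loading, 110 s read.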
ANO1 block: inhibitors of mouse TMEM16A calcium-activated chloride channel; Q8BHY3; HEK293 TMEM16A/YFP iodide influx fluorescence, ionomycin; normalized B-score (activity score, 25-100; higher = stronger inhibition) at 10 µM; hit rate 1.2% among 310,000; AID 588511;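 active = ratio plate-corrected score three or more library SD toward inhibition, starting fluorescence score within five deviations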;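 also: score derived from kinetic fluorescence span divided by baseline fluorescence per well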
TRPC6 activator: activates the mouse TRPC6 cation channel. Q61143. hit rate 0.13% among 310,000. B-score at 10 µM. HEK293-TRPC6 membrane potential dye fluorescence; stronger effect = higher value;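 active = B-score of the integrated fluorescence ratio above library mean plus 3 SD, and starting fluorescence ratio within library mean plus 5 SD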;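 also: higher score means more depolarization so channel activation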
Starred values were filed as active, the others as inactive; i = inactive; / = no result given. This is a random part of the collection (roughly 5.8% active in at least one column).

A first look (two entries):
SMILES	RGS4 inh	MrgX1 ag	TRPC4 inh	TRPC6 inh	MrgX1 allo act	MrgX1 antag	TRPC4 potent	TMEM16A act	TRPC4 act	ANO1 block	TRPC6 activator
O=C(COC(=O)c1ccncc1)NCc1ccccc1	i	i	i	i	i	i	i	i	i	i	i
CCN(CC)C(=O)c1ccc(-c2ccccc2)cc1	i	i	i	i	i	i	i	i	i	i	i

This part in full (from the top)
SMILES	RGS4 inh	MrgX1 ag	TRPC4 inh	TRPC6 inh	MrgX1 allo act	MrgX1 antag	TRPC4 potent	TMEM16A act	TRPC4 act	ANO1 block	TRPC6 activator
O=C(COC(=O)c1ccncc1)NCc1ccccc1	i	i	i	i	i	i	i	i	i	i	i
CCN(CC)C(=O)c1ccc(-c2ccccc2)cc1	i	i	i	i	i	i	i	i	i	i	i
CC(C)OC(=O)c1cc(C(=O)c2cc(Cl)ccc2O)coc1=N	i	i	i	i	i	i	i	i	i	i	i
COc1ccc(/C=C(\NC(=O)c2ccc(OC)cc2)C(=O)Nc2cccc(C(=O)O)c2)cc1	i	i	i	i	i	i	i	i	i	i	i
CC(=O)Nc1ccc(C(=O)Nc2cccc(S(=O)(=O)NC3=NCCC3)c2)cc1	i	i	i	i	i	i	i	i	i	i	i
Cc1oc2ccc(NS(=O)(=O)c3ccc(C(C)(C)C)cc3)cc2c1C(=O)Nc1ccccc1	i	i	i	i	i	i	i	i	i	i	i
Cc1cccc(N(C(=O)CNC(=O)c2ccco2)C(C(=O)NC2CCCC2)c2cccnc2)c1C (configuration not stated)	i	i	i	i	i	i	i	i	i	i	i
NS(=O)(=O)c1ccc(NC(=S)N2CCc3ccccc32)cc1	i	i	i	i	i	i	i	i	i	i	i
O=C(COC(=O)COc1ccc(Br)cc1)NCCC1=CCCCC1	i	i	i	i	i	i	i	i	i	i	i
Nc1cc(=O)[nH]c(SCC(=O)Nc2ccccc2-c2ccccc2)n1	i	i	i	i	i	i	i	i	i	i	i
Cc1cc(C(=O)NCCc2ccc(Cl)cc2)no1	i	i	i	i	i	i	i	i	i	i	i
Cc1nnc(SCc2nnc(-c3ccccc3)o2)n(N)c1=O	i	i	i	i	i	i	i	i	i	i	i
CC1Cc2ccccc2N1C(=O)c1ccc(N2CCCC2)c([N+](=O)[O-])c1 (configuration not stated)	i	i	i	i	i	i	i	i	i	i	i
Cc1cc(OC(C)C(=O)NCc2cccnc2)c2c(C)c(C)c(=O)oc2c1 (configuration not stated)	i	i	i	i	i	i	i	i	i	i	i
CCN(CC)c1ccc(NC(=O)COc2ccccc2C)cc1S(=O)(=O)Nc1ccccc1OC	i	i	i	i	i	i	i	i	i	i	i
Cc1ccc(NC(=O)CSc2nnc([C@H](C)NC(=O)OC(C)(C)C)o2)c(C)c1	i	i	i	i	i	i	i	i	i	i	i
Fc1cccc(F)c1/C=N/Nc1ccccn1	i	i	i	i	i	i	i	i	i	i	i
O=C(NCCN1C(=O)C2C3C=CC(C3)C2C1=O)N1CCOCC1 (configuration not stated)	i	i	i	i	i	i	i	i	i	i	i
CC(C)Cn1c(N)c(C(=O)COC(=O)C2CC(=O)N(c3ccc4c(c3)OCCO4)C2)c(=O)n(C)c1=O (configuration not stated)	i	i	i	i	i	i	i	i	i	i	i
CC1CN(C(=O)COC(=O)c2ccc(Cl)c(N)c2)CC(C)O1 (configuration not stated)	i	i	i	i	i	i	i	i	i	i	i
Cn1cc(S(=O)(=O)NCc2ccco2)c(=O)n(C)c1=O	i	i	i	i	i	i	i	i	i	i	i
N#Cc1ccc(-c2cccnc2)nc1SCC(=O)c1ccccc1	i	30*	i	i	i	i	i	i	i	i	i
COc1ccc(/C=C/C(=O)c2ccc(O)cc2)cc1COc1ccc(F)cc1	i	i	i	i	i	i	i	i	i	i	i
COCCN1Cc2cccc(C(=O)Nc3ccc(S(=O)(=O)N4CCOCC4)cc3)c2C1=O	i	i	i	i	i	i	i	i	i	i	i
CN(C)S(=O)(=O)c1ccc(NC(=O)c2cc3ccccc3o2)cc1	i	i	i	i	i	i	i	i	i	i	i
COc1ccc(Cc2nnc(N/N=C/c3ccc(Br)cc3)[nH]c2=O)cc1OC	i	i	i	i	i	i	i	i	i	i	i
CCCCC1OC23CCCCC2C(C#N)(C(=N)O3)C1(C#N)C#N (configuration not stated)	i	i	i	i	i	i	i	i	i	i	i
CCOC(=O)Cn1cnc([N+](=O)[O-])n1	i	/	i	i	/	/	i	i	i	/	i
O=C(NCCc1ccc2c(c1)OCCO2)c1ccc(F)cc1	i	i	i	i	i	i	i	i	i	i	i
COc1cc(S(=O)(=O)NC2CCCCC2C)ccc1Cl (configuration not stated)	/	i	/	/	i	i	/	i	/	i	/
CC(=O)Oc1ccccc1C(=O)N(C1CCCCC1)C1CCCCC1	i	i	i	i	i	i	i	i	i	i	i
COc1ccccc1/C=C/C(=O)NCC(=O)N/N=C/c1cccnc1	i	i	i	i	i	i	i	i	i	i	i
O=C(NCc1cccs1)c1ccc(Br)o1	i	i	i	i	i	i	i	i	i	i	i
OCC[C@@H]1C[C@H](O)[C@@H](O)[C@@]2(Cc3ccccc3CCO2)O1	i	i	i	i	i	i	i	i	i	i	i
O=C1CCN(Cc2ccc(Br)cc2)CCN1CCO	i	i	i	i	i	i	i	i	i	i	i
Clc1ccc2nncn2n1	i	i	i	i	i	i	i	i	i	i	i
O=C(CSc1nnc(-c2cccc(F)c2)o1)Nc1nncs1	i	i	i	i	i	i	i	i	i	i	i
COc1cc(C)c(C)cc1S(=O)(=O)N1CCCCC1c1cccnc1 (configuration not stated)	i	i	i	i	i	i	i	-6*	i	i	i
COc1ccc2cc(C#N)c(N3CCN(Cc4nnnn4CCC(C)C)CC3)nc2c1	i	i	i	i	i	i	i	i	i	i	i
COc1ccc(NC(=O)NC(=O)c2cc(OCC(F)(F)F)ccc2OCC(F)(F)F)cc1	i	i	i	i	i	i	i	i	i	i	i
COc1ccccc1NC(=O)Nc1cc(F)ccc1F	i	i	i	i	i	i	i	i	i	i	i
Cc1cccc(-c2noc(CNS(=O)(=O)c3ccccc3)n2)c1	i	i	i	i	i	i	i	i	i	i	i
OCC1(Cc2ccc(F)cc2)CCCN(CCCC(F)(F)F)C1 (configuration not stated)	i	i	i	i	i	i	i	i	i	i	i
C[N+](C)(CC#Cc1ccccc1)CC(=O)c1ccc(Cl)cc1	i	i	i	i	i	i	i	i	i	i	i
CCOC(=O)c1c(C)[nH]c(C)c1S(=O)(=O)N1CCCCC1	i	i	i	i	i	i	i	i	i	i	i
C/C(=N/NC(=O)CCC(=O)Nc1cccc(Cl)c1)c1ccc(C)cc1	i	i	i	i	i	i	i	i	i	i	i
S=C(NCc1ccccc1)Nc1cccc2cnccc12	i	i	i	i	i	i	i	i	i	i	i
CCN(CC(=O)Nc1c(F)cccc1F)C(=O)C1=COCCO1	i	i	i	i	i	i	i	i	i	i	i
CC1(C)Cc2ccccc2C(/C(C#N)=N/O)=N1	i	i	i	i	i	i	i	i	i	i	i
CCc1ccc(OCC(=O)Nc2ccc(S(=O)(=O)N3CCOCC3)cc2)cc1	i	i	i	i	i	i	i	i	i	i	i
NNC(=O)Cc1cn(-c2ncc(C(F)(F)F)cc2Cl)c2ccccc12	i	i	i	i	i	i	i	i	i	i	i
Cn1c(C(=O)NCCN2CCN(c3ccccc3F)CC2)cc2c(=O)n(C)c3ccccc3c21	i	i	i	i	i	i	i	i	i	i	i
Cc1c(NC(=O)COC(=O)c2cc(-c3cccc4ccccc34)nc3ccccc23)c(=O)n(-c2ccccc2)n1C	i	i	i	i	i	i	i	i	i	i	i
CCc1ccc(N(CC(=O)NCC2CCCO2)C(=O)CCC(=O)Nc2nccs2)cc1 (configuration not stated)	i	i	i	i	i	i	i	i	i	i	i
O=C(C1CC1)N1CCC(c2nc(-c3ccc(S(=O)(=O)NCC4CCCO4)cc3)no2)CC1 (configuration not stated)	i	i	i	i	i	i	i	i	i	i	i
CCCCn1c(N)c(Sc2ccccc2)c(=O)[nH]c1=O	i	i	i	i	i	i	i	i	i	i	i
O=C(CCS(=O)(=O)c1ccc(Br)s1)NC1CCCC1	i	i	i	i	i	i	i	i	i	i	i
CCC(=O)Nc1sc2c(c1C(N)=O)CCN(C(C)=O)C2	i	i	i	i	i	i	i	i	i	i	i
CC(=O)c1c(C)[nH]c(C(=O)NCc2cccc(Cl)c2)c1C	i	i	i	i	i	i	i	i	i	i	i
Cc1ccccc1C(=O)N=c1c(C#N)cc2c(=O)n3cccc(C)c3nc2n1Cc1ccco1	i	i	i	i	i	i	i	/	i	i	i

The list continues:
SMILES	RGS4 inh	MrgX1 ag	TRPC4 inh	TRPC6 inh	MrgX1 allo act	MrgX1 antag	TRPC4 potent	TMEM16A act	TRPC4 act	ANO1 block	TRPC6 activator
CC(=O)Nc1ccc(C(=O)OCC(=O)N2CCCC2)cc1	i	i	i	i	i	i	i	i	i	i	i
COc1ccc(OC)c(S(=O)(=O)N2CCC(C(=O)Nc3ccccc3)CC2)c1	i	i	i	i	i	i	i	i	i	i	i
COc1cccc(NC(=O)c2ccc(S(=O)(=O)N3CCCC3)cc2)c1	i	i	i	i	i	i	i	i	i	i	i
Cc1ccc(NS(=O)(=O)c2c(C(=O)N3CCCCCC3)c(C)n(C)c2C)c(C)c1	i	i	i	i	i	i	i	i	i	i	i
N#CC1=C(N)Oc2cc3ccccc3cc2C1c1cccs1 (configuration not stated)	i	i	i	i	i	i	i	i	i	i	i
CCc1ccc(C(C)NC(=O)/C(C#N)=C\c2cn[nH]c2-c2ccccc2)cc1 (configuration not stated)	i	i	i	i	i	i	i	i	i	i	i
COc1cc(C(=O)NCCN=C2NS(=O)(=O)c3ccccc32)cc(OC)c1OC	i	i	i	i	i	i	i	i	i	i	i
Cc1ccc(S(=O)(=O)Cc2ccc(C(=O)O)o2)cc1	i	i	i	i	i	i	i	i	i	i	i
Cc1nc(-c2ccccc2)sc1C(=O)CSc1ccc(Br)cc1	i	i	i	i	i	i	i	i	i	i	i
Cc1ccccc1NC(=O)Cn1cnc2c(oc3nc4c(cc32)CCCC4)c1=O	i	i	i	i	i	i	i	i	i	i	i

Bioassay records from PubChem BioAssay.
